Screening results as filed in PubChem BioAssay.
Mcl1-Bid inh – disrupts binding of human Mcl-1 to Bid peptide; TR-FRET Mcl-1/Bid-Dy647 peptide binding, 1536-well; inhibition, % at 21.7 µM; 0.97% of 220,000 active; AID 1021;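 active = compounds that cut the binding signal by more than half at the single screening dose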;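 note: His-tagged Mcl-1 with europium anti-His antibody binding Bid BH3 peptide; 0% = Mcl-1 plus peptide wells and 100% = peptide-only wells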
Target sequence (Q07820 whole entry, looked up): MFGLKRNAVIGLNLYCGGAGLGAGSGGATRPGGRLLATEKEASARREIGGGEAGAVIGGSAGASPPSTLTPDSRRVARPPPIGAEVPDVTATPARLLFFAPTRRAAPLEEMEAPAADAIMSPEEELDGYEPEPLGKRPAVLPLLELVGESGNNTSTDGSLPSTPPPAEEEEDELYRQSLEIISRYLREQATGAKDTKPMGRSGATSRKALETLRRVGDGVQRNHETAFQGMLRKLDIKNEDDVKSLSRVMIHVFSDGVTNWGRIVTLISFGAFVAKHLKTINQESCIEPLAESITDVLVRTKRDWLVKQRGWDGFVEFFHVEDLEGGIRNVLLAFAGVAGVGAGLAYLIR
Rac1 mut GTP – human Rac1 activated mutant GTP binding change. P63000. GST-Rac1 activated beads, fluorescent GTP binding, flow cytometry; actives lie on both sides; 100% means binding = to untreated wells. 0.11% of 190,000 active. percent activity (GTP binding), % at 10 µM;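 active = GTP binding at least 20 percentage points away from the 100% baseline, in either direction, so actives lie on both sides; inconclusive = Compound likely fluorescent itself, or too few beads counted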
Pf gamet viab – P. falciparum stage V gametocyte viability inhibition | 0.065% of 150,000 active | P. falciparum stage V gametocytes, ATP luminescence, 24 h | inhibition, % at 10.9 µM;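 active = inhibition above the mean plus 3 SD of compounds within the control limits, set per campaign, cut at about 38% in these data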;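 note: 0% = DMSO wells and 100% = medium only without gametocytes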
Cdc42 wt – modulators (inhibitors or activators) of GTP binding to human Cdc42 wildtype | 0.2% of 190,000 active | P60953 | GST-Cdc42 beads, Bodipy-GTP binding, flow cytometry; actives lie on both sides | AID 761 | percent activity (GTP binding), % at 10 µM;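 active = percent activity GTP binding at least 20 points away from the 100% baseline, either down as inhibitor or up as activator; inconclusive = compound flagged as likely green fluorescent from well-wide comparison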;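 note: median bead fluorescence of bound Bodipy-FL-GTP at 100 nM; 0% = excess unlabeled GTP control and 100% = no compound control; below 100% means less GTP binding so inhibitor and above means activator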
Target sequence (P60953 whole entry, looked up): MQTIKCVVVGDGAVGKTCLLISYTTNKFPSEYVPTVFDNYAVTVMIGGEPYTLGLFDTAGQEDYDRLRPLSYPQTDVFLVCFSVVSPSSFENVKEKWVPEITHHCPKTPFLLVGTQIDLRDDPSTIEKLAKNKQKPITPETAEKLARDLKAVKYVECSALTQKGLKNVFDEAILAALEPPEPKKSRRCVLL
HRas wt GTP bind – changes GTP binding to wildtype human HRas | AID 759 | 0.14% of 190,000 active | GST-Ras wt beads, Bodipy-FL-GTP binding, flow cytometry; actives lie on both sides | GTP binding activity, % at 10 µM;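 active = GTP binding activity at least 20% away from the 100% baseline, either lowered as inhibitor or raised as activator; inconclusive = flagged as likely green fluorescent, judged across all proteins in the well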;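 note: 0% = unlabeled GTP competition control and 100% = no-compound control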
Target sequence (P01112 whole entry, looked up): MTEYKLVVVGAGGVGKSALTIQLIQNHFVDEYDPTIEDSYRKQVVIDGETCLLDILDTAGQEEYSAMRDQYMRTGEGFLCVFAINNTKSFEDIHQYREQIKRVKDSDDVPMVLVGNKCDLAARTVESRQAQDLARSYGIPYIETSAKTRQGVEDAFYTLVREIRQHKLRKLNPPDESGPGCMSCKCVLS
GSH fluor – GSH bead compound fluorescence profile. 0.25% of 190,000 active. fluorescence (KMESF) at 10 µM. GSH beads flow cytometry, compound fluorescence 488/530 nm; hits give high values; in the data active = fluorescence above about 89;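 note: glutathione beads carrying GST-tagged Bcl family fusion proteins plus one bare bead set; values are compound well signal with DMSO vehicle wells as background; inactives centre near 16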
Rac1 wt GTP bind – human Rac1 wildtype GTP binding, inhibitors and activators | GST-Rac1 beads, fluorescent GTP binding, flow cytometry; actives lie on both sides; 0 = cold GTP competed, 100 = untreated | AID 757 | P63000 | GTP binding activity (% of control), % at 10 µM | 0.27% of 190,000 active;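 active = GTP binding activity at least 20 points away from the 100% control level, either lower or higher; inconclusive = compound flagged as likely green fluorescent, judged across all proteins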
Mcl1 Noxa PPI – disrupts binding of human Mcl-1 to Noxa peptide | Q07820 | TR-FRET Mcl-1/Noxa peptide binding, 2 h | inhibition, % at 21.7 µM | 1.5% of 220,000 active | AID 1022;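 active = compounds that cut the protein-peptide binding signal by more than 50% relative to plate controls in a single-dose test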;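 note: His-tagged Mcl-1 with rhodamine Noxa BH3 peptide and terbium anti-His antibody; 0% = Mcl-1 plus Noxa peptide wells and 100% = peptide-only wells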
Avidin bead fluor – avidin bead compound fluorescence profile. Avidin beads, compound fluorescence 488/530 nm, flow cytometry; hits give high values. fluorescence (KMESF) at 10 µM. 0.38% of 220,000 active; in the data active = fluorescence above about 47; note: inactives centre near 10
Rab7 wt GTP bind – modulators of GTP binding to dog Rab7 wildtype GTPase; 0.055% of 190,000 active; GTP binding activity (percent of control), % at 10 µM; GST-Rab7 beads, fluorescent GTP binding, flow cytometry; actives lie on both sides; untreated = 100%, excess cold GTP = 0%;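 active = fluorescent GTP binding to Rab7 beads changed by at least 20 points from the 100% baseline, either direction, mostly lower; inconclusive = compound itself probably fluorescent, or too few beads counted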;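 note: median green fluorescence of bound Bodipy-FL-GTP per Rab7 bead population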
Rab2A wt mod – changes GTP binding to wildtype dog Rab2A, up or down | P61105 | GST-Rab2 wt beads, Bodipy-GTP binding, flow cytometry | GTP binding activity, % at 10 µM | 0.19% of 190,000 active | AID 760;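 active = GTP binding activity at least 20 points away from 100%, either lowered or raised; inconclusive = signal likely due to the compound's own green fluorescence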;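 note: 0% = beads with excess unlabeled GTP and 100% = no-compound control corrected for plate trend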
* = called active by the depositor; ? = inconclusive; / = not tested or not shown.

Under each structure: Mcl1-Bid inh	Rac1 mut GTP	Pf gamet viab	Cdc42 wt	HRas wt GTP bind	GSH fluor	Rac1 wt GTP bind	Mcl1 Noxa PPI	Avidin bead fluor	Rab7 wt GTP bind	Rab2A wt mod
CC(C)c1ccc(NS(=O)(=O)c2ccc(Cl)nc2)cc1
    55*	100	-14	100	98	15	101	13	22	96	96
Clc1ccc(-n2nnnc2SCc2c(-c3ccccc3)nc3sccn23)cc1
    -56	98	-1	103	103	8	101	9	12	104	103
COc1cc2c(cc1OC)CN(C(=O)COc1ccc(C#N)cc1)CC2
    0	98	-13	101	99	32	98	15	4	101	98
Cc1sc2nc(CN3CCC(C)CC3)nc(Cl)c2c1C
    8	100	-5	103	100	9	103	10	17	97	101
O=C(CSc1nnc(-c2ccccc2)o1)n1c2c(c3ccccc31)CCCC2
    -21	102	/	108	109	21	107	-7	16	111	108
COC(=O)c1c(C(=O)OC)c(-c2cccc(Cl)c2)n2c1CS(=O)C2 (stereo not given)
    -13	100	12	106	101	16	103	14	11	97	105
O=C(O)c1ccc(NC(=O)c2cn(-c3ccccc3)nc2-c2ccc(Cl)cc2)cc1
    0	92	13	89	92	15	93	18	8	105	93
Cc1[nH]c(=O)[nH]c(=O)c1S(=O)(=O)N1CCCC(C(=O)NCc2ccccc2Cl)C1 (stereo not given)
    6	99	/	100	100	24	101	18	5	96	100
COc1ccc(CNC(=O)c2c(O)c3cccc4c3n(c2=O)CCC4)cc1
    12	99	/	99	99	14	102	16	12	99	100
Cc1c(NC(=O)C(C)N2C(=O)C3C4C=CC(C4)C3C2=O)c(=O)n(-c2ccccc2)n1C (stereo not given)
    -20	99	/	102	99	17	103	3	6	102	101
COc1ccc(C(=O)Nc2ccccc2C(N)=O)cc1
    5	98	/	100	100	10	99	-7	39	97	97
O=C1Nc2ccccc2Nc2ncccc21
    -55	102	/	106	106	22	105	-10	8	101	105
COc1cccc(/C=C2\N=C(c3c(-c4ccccc4)noc3C)OC2=O)c1OC
    -15	97	/	94	95	16	95	-6	15	95	95
CN(C=C1C(=O)CC(C)(C)CC1=O)CCN1CCNCC1
    -18	100	24	102	101	10	102	24	8	102	101
Cc1ccccc1C(=O)c1c[nH]c(C(=O)NCC2CCCO2)c1 (stereo not given)
    -20	97	-5	98	98	8	97	8	30	94	96
O=C(C1=COCCO1)N1CCN(C(c2ccccc2)c2ccccc2)CC1
    -67	96	/	98	98	7	97	7	16	96	97
COCCCNC(=O)CS(=O)(=O)Cc1nc(-c2cccc(OC)c2)oc1C
    -17	99	-29	102	103	15	101	-9	8	103	102
Cc1cc2ccccc2n2c(SCC(=O)N3CCc4ccccc4C3)nnc12
    0	99	/	98	98	27	104	2	4	100	100
Cc1ccc(S(=O)(=O)CCc2nnc(NC(=O)c3cnccn3)s2)cc1
    5	102	2	104	104	10	104	-9	14	101	103
COc1ccccc1C(=O)OCC(=O)Nc1cc(S(=O)(=O)N2CCOCC2)ccc1N1CCCC1
    -19	94	20	94	98	15	99	13	11	104	97
Cc1onc(-c2ccccc2)c1C(=O)Nc1ccncc1
    5	102	-13	107	104	12	108	-21	50*	101	102
O=C1C(c2ccncc2)=C(O)c2ccccc21
    -10	88	-1	90	89	26	83	19	13	88	85
CC(C)c1ccc(CNC(=O)CSCC(=O)Nc2ccc3ccccc3c2)cc1
    -6	93	/	94	95	22	93	/	9	92	93
Cc1nc(NC(=O)COC(=O)CCS(=O)(=O)c2ccccc2Cl)c(Cl)cc1Cl
    -22	101	/	104	103	64	101	4	12	97	106
Cc1cc2c(c(/C=C/C(=O)c3ccccc3)c1)OC1(C=C2)Oc2ccccc2C(=O)N1C (stereo not given)
    -6	96	/	98	97	10	98	12	20	101	97
Cc1ccc(C)c(NC(=O)c2cnn3ccccc23)c1
    -22	99	/	103	105	20	110	-11	10	104	105
O=C(C1CCN(S(=O)(=O)Cc2ccccc2)CC1)N1CCCc2ccccc21
    -5	102	7	105	102	16	109	8	7	98	99
CCOC(=O)C(=O)Nc1ccc2c(c1)OCO2
    -27	97	/	99	94	27	94	-5	12	95	94
O=C(CSc1ncccn1)Nc1cc(Cl)ccc1[N+](=O)[O-]
    3	94	6	94	93	15	93	4	16	93	95
CC(C(=O)Nc1cccc([N+](=O)[O-])c1)N(c1ccccc1)S(C)(=O)=O (stereo not given)
    12	96	/	100	98	16	101	18	10	96	95
CCOC(=O)c1ccc(NC(=O)/C=C/c2cccs2)cc1
    -2	96	0	92	93	17	93	-1	10	97	93
CCn1c(COc2ccccc2C)nnc1SCC(=O)OC
    -7	99	8	102	101	35	102	-3	5	101	101
Cc1ccc(S(=O)(=O)N2CCCC(C(=O)Nc3cccnc3)C2)cc1 (stereo not given)
    -9	98	1	98	101	7	98	-8	11	103	102
O=C(CSc1ncn[nH]1)OCN1C(=O)c2ccccc2C1=O
    -45	98	-22	99	100	25	100	4	7	98	96
CCOC(=O)C1CCN(C(=O)c2ccccc2Oc2ccccc2)CC1
    -12	100	/	102	102	12	100	0	8	102	101
Cc1oc2cc(OCc3cnn(-c4ccccc4)c3)ccc2c(=O)c1Oc1ccccc1F
    -15	100	4	98	100	13	101	-13	12	99	98
CN1C(=O)C(C(=O)NC(C)(C)C)C2c3ccccc3OC13CCCCC23 (stereo not given)
    4	98	2	105	102	25	108	-5	34	99	99
Cc1cc(CN(C)C(=O)CCc2nnc(Cc3cccc(C(F)(F)F)c3)o2)on1
    5	97	-20	98	97	9	96	13	3	91	96
Cc1oc(-c2ccccc2F)nc1CN1CCC(C(=O)NCc2ccco2)CC1
    -30	99	-48	104	99	23	109	6	11	101	100
S=c1[nH]nc(-c2ccncc2)n1/N=C/c1ccccc1
    -10	95	10	100	95	11	98	44	10	96	93
Cc1cccc(C)c1NC(=S)N(Cc1cccs1)C1CCCC1
    -20	93	4	97	98	20	102	13	9	96	100
COc1ccc(NC(=O)N2c3ccccc3CC2C)cc1OC (stereo not given)
    -19	102	-8	106	105	19	102	-9	7	100	105
O=C(OCc1cnc(Cl)s1)c1ccc(Cl)cc1
    -27	95	-24	98	99	10	99	-6	12	95	99
COc1cc(OC)c(S(=O)(=O)N2CCCCC2)cc1S(=O)(=O)N1CCCCC1
    -13	?	/	?	?	19	?	-4	8	?	?
COc1cc(CCN2C(=O)N[C@@H](CCc3ccccc3)C(C(C)=O)=C2C)cc(OC)c1OC
    1	104	/	105	104	16	108	13	12	99	107
Cc1nnc(NC(=O)Nc2ccc(Cl)c(Cl)c2)s1
    9	100	/	103	103	24	108	-13	36	104	101
S=C(NCC1COc2ccccc2O1)Nc1ccc(Br)cc1 (stereo not given)
    -54	?	20	?	?	6	?	17	2	?	?
Nc1nc(SCC(=O)N2CCOCC2)[nH]c(=O)c1-c1ccccc1
    -51	96	-3	96	98	14	99	-1	9	103	98
CN(CCc1nc2ccc(Cl)cc2[nH]1)Cc1nc(CC2CC2)no1
    -7	94	-10	100	99	11	97	13	4	105	100
CCOCCCNC(=O)C(NC(=O)Cc1c[nH]c2ccccc12)c1ccccc1 (stereo not given)
    -34	96	16	96	94	16	99	-7	10	95	95

Additional structures
Under each structure: Mcl1-Bid inh	Rac1 mut GTP	Pf gamet viab	Cdc42 wt	HRas wt GTP bind	GSH fluor	Rac1 wt GTP bind	Mcl1 Noxa PPI	Avidin bead fluor	Rab7 wt GTP bind	Rab2A wt mod
CCN(C(=O)CSc1ncccc1C(=O)O)C1CCCCC1
    -35	94	23	94	101	15	95	9	9	105	100
Cc1cc(/C=c2\sc3nc4ccccc4n3c2=O)c(C)n1-c1ccc(C(=O)O)cc1
    -12	76*	22	78*	88	8	81	65*	8	94	85
O=C(COc1ccc(C(=S)N2CCOCC2)cc1Cl)Nc1ccccc1Cl
    -32	89	-4	88	92	12	89	-14	9	91	92
CCOC(=O)C1CCN(c2nc3cc(OC)ccc3cc2C#N)CC1
    -1	97	/	100	99	22	101	-7	38	98	96
COC(=O)CC1C(=O)NCCN1C(=S)Nc1cc(C)cc(C)c1 (stereo not given)
    -58	99	-15	96	99	5	107	-6	13	99	97
CCN=c1scc(-c2ccco2)n1/N=C/c1ccc(O)cc1
    -16	98	2	96	97	34	98	9	9	101	97
Cn1c(N)c(C(=O)COc2ccc(Cl)cc2Cl)c(=O)n(C)c1=O
    -19	96	33	95	93	10	95	-3	7	97	93
COc1ccc(-n2nc(C(N)=O)c(O)cc2=O)cc1
    -26	93	/	96	95	11	93	-11	21	95	93
